Assay outcomes: PubChem, Sanford-Burnham Center for Chemical Genomics
EBI2 block – antagonists of human EBI2 receptor | actives 0.81% (n = 360,000) | P32249 | inhibition, % at 5 µM | EBI2 beta-arrestin recruitment, luminescence, 7a,25-OHC stimulated; in the data active = inhibition above about 38%;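 also: enzyme fragment complementation signal reports receptor beta-arrestin coupling in cells; 0% = agonist plus DMSO wells and 100% = wells without agonist; some results beyond the cut were filed as inactive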
Target sequence (P32249 whole entry, looked up, the tested form may be a part): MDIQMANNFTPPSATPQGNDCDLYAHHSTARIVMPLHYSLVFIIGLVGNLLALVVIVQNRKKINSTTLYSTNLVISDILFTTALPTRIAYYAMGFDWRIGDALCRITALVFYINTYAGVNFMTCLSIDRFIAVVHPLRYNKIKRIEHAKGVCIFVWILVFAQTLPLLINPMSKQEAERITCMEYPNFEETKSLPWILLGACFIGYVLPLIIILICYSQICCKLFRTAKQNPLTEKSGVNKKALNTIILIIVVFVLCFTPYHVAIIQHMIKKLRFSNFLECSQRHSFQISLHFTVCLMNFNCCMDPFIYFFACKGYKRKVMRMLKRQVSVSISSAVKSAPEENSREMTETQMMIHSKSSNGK
CCR6 antag – CCR6 (human) receptor antagonism; P51684; CHO-K1 CCR6 PathHunter beta-arrestin, luminescence, CCL20-stimulated; inhibition, % at 20 µM; actives 0.49% (n = 340,000); AID 493098;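 active = compounds whose inhibition of the agonist-driven luminescence signal at 20 µM reaches about 50%, limit read from the data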;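 also: cells stimulated with CCL20 at 14 nM final; plate controls were DMSO with CCL20 for no effect and DMSO without agonist for full effect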
Target sequence (P51684 whole entry, looked up): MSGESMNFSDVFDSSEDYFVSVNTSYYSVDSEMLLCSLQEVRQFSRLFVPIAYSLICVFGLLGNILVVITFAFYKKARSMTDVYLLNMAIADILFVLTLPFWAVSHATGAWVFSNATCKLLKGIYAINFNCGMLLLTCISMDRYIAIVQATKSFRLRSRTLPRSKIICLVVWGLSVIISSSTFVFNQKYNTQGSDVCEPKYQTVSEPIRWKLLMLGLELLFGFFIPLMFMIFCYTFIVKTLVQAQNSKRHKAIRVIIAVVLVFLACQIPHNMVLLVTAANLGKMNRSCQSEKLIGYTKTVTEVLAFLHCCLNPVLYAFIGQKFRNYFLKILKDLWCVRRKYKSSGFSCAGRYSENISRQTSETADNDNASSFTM
Gli-Sufu antag – blocks Gli-Sufu signaling in a luciferase reporter. Sufu-KO-LIGHT fibroblasts, Gli luciferase reporter luminescence. inhibition, % at 5 µM. actives 0.74% (n = 340,000). AID 588413;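 active = inhibition above about 55%, limit read from the data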;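 also: 0% = DMSO-treated cells and 100% = wells with medium but no cells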
An asterisk follows results filed as active. A portion of the library; the hit share may differ from the screen's.

molecule	EBI2 block	CCR6 antag	Gli-Sufu antag
C#CCOCCOCCOCCNc1nc(N2CCN(C(=O)Cn3cc(CCO)nn3)CC2)nc(N2CCN(C(=O)Cn3cc(CCCCN)nn3)CC2)n1	-21	-2	4
CCC1(c2ccc(F)cc2)NC(=O)N(CC(=O)Nc2cccc(S(=O)(=O)N3CCOCC3)c2)C1=O (stereo unspecified)	5	1	-4
CCC(=O)Nc1ccc(C(=O)CSc2nc3ccc(C)cc3[nH]2)cc1	3	9	-11
CCOC(CN=c1nc(N(C)C)ss1)OCC	-3	92*	84*
O=C1CC(c2ccccc2)=C(c2ccccc2)C1c1ccccc1 (stereo unspecified)	12	21	10
COc1cccc(N(C(=O)CCl)C(C(=O)NCCc2ccccc2)c2cccs2)c1 (stereo unspecified)	29	6	93*
N=c1c(S(=O)(=O)c2ccccc2)cc2c(=O)n3ccccc3nc2n1C1CCCCC1	0	7	22
Cc1nc(N)sc1-c1csc(Nc2ncccn2)n1	-5	-5	-86
CC(C)(C)C(=O)Nc1ccc(Cc2ccncc2)cc1	-6	-3	-17
C1CCc2c(c(N3CCOCC3)nc3sc4c(N5CCOCC5)nnnc4c23)C1	-3	-3	5
Cc1cccc(C=CC(=O)c2ccc(Cl)cc2)c1	28	32	-8
O=C1c2nccnc2C(=O)N1Cc1ccccc1	-3	3	-13
O=c1cc(C2CCCCC2)[nH]c(=O)[nH]1	4	9	9
C/C(=N\NC(=O)c1cc(-c2cccc([N+](=O)[O-])c2)n[nH]1)c1ccccc1O	4	15	-6
CN(C)c1nc(=NCc2cccs2)ss1	23	111*	11
O=C(CN1CCN(CC(=O)Nc2ccc3c(c2)OC2(CCCCC2)O3)CC1)Nc1cccc(F)c1	19	-9	4
CC(=O)NC1C(=O)N(CCN2CCOCC2)c2ccc(C)cc21 (stereo unspecified)	-6	2	-5
CC(=O)Nc1ccc(NC(=O)CSC2=NCCS2)cc1	-5	10	-15
Cc1ccc(S(=O)(=O)SCCCSS(=O)(=O)c2ccc(C)cc2)cc1	3	4	0
Cc1ccc(-n2nnnc2Sc2ccc(S(=O)(=O)NCCN(C)C)cc2[N+](=O)[O-])cc1	-19	22	13
Cn1cccc1/C=C1\SC(=S)N(NC(=O)c2cccc(Cl)c2)C1=O	-12	30	0
CCc1ccccc1NC(=O)CSc1nc2ccccc2n1CC(=O)N(C)C	-5	0	-1
COc1ccccc1N(CC(O)COc1c(C)cc(C)cc1C)S(=O)(=O)c1ccccc1 (stereo unspecified)	16	12	2
COC(=O)[C@H](CCSC)NC(=O)Cn1cc(C)c(=O)[nH]c1=O	-3	1	-3
CCCCc1ccc(NC(=S)Nc2ccc(Cl)c(S(=O)(=O)N(C)C)c2)cc1	-4	3	39
Cc1cc(C)nc(N2CCC(C(=O)NCC3CCCCC3)CC2)n1	4	1	6
CCOC(=O)c1c(C)[nH]c(C(=O)OCC(=O)N(CC)c2c(N)n(Cc3ccccc3)c(=O)[nH]c2=O)c1C	-9	-1	-12
O=C(NCCN1CCN(c2cccc(Cl)c2)CC1)c1cccn2c(=O)c3ccccc3nc12	31	16	15
CCCCCCCCNC(=S)NCCN1CCCCC1	11	31	23
CCC1(CC)C(C#N)C(=O)NC(=O)C1C#N (stereo unspecified)	-7	-5	5
COc1cccc(CN(C)C(=O)c2cccc(S(=O)(=O)N3CCN(c4ccccc4)CC3)c2)c1OC	11	9	23
O=C(O[C@@H]1OC2COC(=O)c3cc(O)c(O)c(O)c3-c3c(cc(O)c(O)c3O)C(=O)O[C@@H]([C@H]1O)[C@@H]2O)c1cc(O)c(O)c(O)c1	-5	30	19
S=c1nc(-c2cccc(Cl)c2)[nH][nH]1	0	-20	-2
CCC1(c2ccccc2)SC(N)=NC1=O (stereo unspecified)	-10	-2	-2
O=S(=O)(Cc1ccc(Cl)cc1)Oc1ccc(Cl)cc1	14	20	2
CN1OC[C@@H]2CN(Cc3ccc(Cl)cc3)[C@H](c3cccc(Br)c3)C[C@@H]21	10	24	6
CCOC(=O)C1=C(N)n2c(s/c(=C/c3ccco3)c2=O)=C(C(=O)OC)C1c1ccco1 (stereo unspecified)	3	-5	6
COc1cc(C(=O)O/N=C2/C=CC(=O)C(C)=C2C)cc(OC)c1OC	-4	6	18
NC(=O)c1ncn([C@@H]2O[C@H](CNCc3cnc(N4CCOCC4)s3)[C@@H](O)[C@H]2O)n1	-9	1	1
CCCCN1CC(COCc2ccccc2)Oc2cccc(Oc3ccccc3)c2S1(=O)=O (stereo unspecified)	12	13	-11
CC(C)C[C@@H](CNCC(=O)[C@H](CC(C)C)NC(=O)c1[nH]cnc1C(=O)N[C@@H](C)CN)NC(=O)c1nc[nH]c1C(=O)N[C@@H](CC(=O)O)C(=O)O	-9	-1	1
COc1ccc(CNCCCn2cnc3c(OCc4ccccc4)ncnc32)cc1	-6	6	5
COc1ccc(C(=O)N2[C@@H](C(C)C)COc3cc(Br)ccc3S2(=O)=O)cc1	-5	9	8
Cc1cc(C)c2oc(=O)cc(CN3CCN(Cc4ccc5c(c4)OCO5)CC3)c2c1	5	-11	2
c1ccc(-c2csc(CN3CCCCC3)n2)cc1	3	5	-90
CCn1cc([N+](=O)[O-])c(C(=O)N2CCCC2)n1	-14	-7	-13
CCCc1cc2c(cc1NC(=O)Cc1ccccc1)OCO2	-9	7	2
O=C1/C(=C\c2ccccc2)CCC/C1=C/c1ccccc1	-8	15	0
Oc1ccccc1C=NN=C1c2ccccc2-c2ccccc21	5	29	29
Cc1c(C)c2ccc(OCC(=O)N[C@@H](Cc3ccccc3)C(=O)O)cc2oc1=O	-5	6	7

Part of the list above, with two lines to a compound:
Each structure is followed by: EBI2 block	CCR6 antag	Gli-Sufu antag
> Cc1cc(C)nc(N2CCC(C(=O)NCC3CCCCC3)CC2)n1
  4	1	6
> CCOC(=O)c1c(C)[nH]c(C(=O)OCC(=O)N(CC)c2c(N)n(Cc3ccccc3)c(=O)[nH]c2=O)c1C
  -9	-1	-12
> O=C(NCCN1CCN(c2cccc(Cl)c2)CC1)c1cccn2c(=O)c3ccccc3nc12
  31	16	15
> CCCCCCCCNC(=S)NCCN1CCCCC1
  11	31	23
> CCC1(CC)C(C#N)C(=O)NC(=O)C1C#N (stereo unspecified)
  -7	-5	5
> COc1cccc(CN(C)C(=O)c2cccc(S(=O)(=O)N3CCN(c4ccccc4)CC3)c2)c1OC
  11	9	23
> O=C(O[C@@H]1OC2COC(=O)c3cc(O)c(O)c(O)c3-c3c(cc(O)c(O)c3O)C(=O)O[C@@H]([C@H]1O)[C@@H]2O)c1cc(O)c(O)c(O)c1
  -5	30	19
> S=c1nc(-c2cccc(Cl)c2)[nH][nH]1
  0	-20	-2
> CCC1(c2ccccc2)SC(N)=NC1=O (stereo unspecified)
  -10	-2	-2
> O=S(=O)(Cc1ccc(Cl)cc1)Oc1ccc(Cl)cc1
  14	20	2
> CN1OC[C@@H]2CN(Cc3ccc(Cl)cc3)[C@H](c3cccc(Br)c3)C[C@@H]21
  10	24	6
> CCOC(=O)C1=C(N)n2c(s/c(=C/c3ccco3)c2=O)=C(C(=O)OC)C1c1ccco1 (stereo unspecified)
  3	-5	6
> COc1cc(C(=O)O/N=C2/C=CC(=O)C(C)=C2C)cc(OC)c1OC
  -4	6	18
> NC(=O)c1ncn([C@@H]2O[C@H](CNCc3cnc(N4CCOCC4)s3)[C@@H](O)[C@H]2O)n1
  -9	1	1
> CCCCN1CC(COCc2ccccc2)Oc2cccc(Oc3ccccc3)c2S1(=O)=O (stereo unspecified)
  12	13	-11

Next part:
molecule	EBI2 block	CCR6 antag	Gli-Sufu antag
NCCC1CN(C(=O)OCc2ccccc2)c2ccccc21 (stereo unspecified)	-2	26	-9
COc1c(O)ccc2c1CN1CCc3cc4c(cc3C1C2)OCO4 (stereo unspecified)	-14	-5	-25
CC(C)(C)OC(=O)N(CCc1ccccc1)Cc1ccccc1OCc1ccc(NC(=O)C2CCCC2)cc1	10	15	9
CCOC(=O)C1=C(C(=O)OCC)N(CC)CCC1=O	-9	11	-21
COc1ccc(OC)c(-c2c3cc(O)c(=O)cc-3oc3cc(O)c(O)cc23)c1	-7	39	8
O=C(O)Cn1c2c(c3ccccc31)CSc1ccc(Cl)cc1-2	-3	0	15
CCn1c(O)c(N=NC(=O)CNC(=O)c2ccccc2F)c2ccccc21	-3	2	-2
O=C(c1ccc(N2CCOCC2)c([N+](=O)[O-])c1)N1CCN(c2ccccc2)CC1	-4	-6	4
CCOc1ccccc1N(CC(=O)N1CCOCC1)S(=O)(=O)c1ccc(SC)cc1	-3	4	-14
CCOc1ccc(CN(C)Cc2cc(=O)oc3c(C)c(C)ccc23)cc1OC	-4	7	37
COc1cc(C2C(C#N)=C(N)N(N(C)C)C3=C2C(=O)CCC3)ccc1O (stereo unspecified)	3	2	18
CCN(CC)CCNC(=O)/C(=C\c1cccn1C)NC(=O)c1cccs1	-3	-9	3
COc1ccc(S(=O)(=O)N2CCOCC2)cc1C(=O)NCc1c(C)nn(Cc2ccccc2)c1C	-5	5	5
Nc1cc2nn(-c3ccccc3)nc2cc1Cl	-4	-5	-35
COc1cc(NC(=O)c2cc(S(=O)(=O)N3CCCCC3)ccc2N2CCOCC2)cc(OC)c1OC	-12	5	8
COc1ccccc1CNCCS(=O)(=O)NCc1ccccc1OC	-4	5	7
CCOc1ccc(CCN2C(=S)N([C@@H](Cc3ccc(O)cc3)CN3CCCC3CN3C(=S)NC[C@@H]3Cc3ccc(O)cc3)C[C@@H]2CC(C)C)cc1 (stereo partly specified)	24	16	31
COc1ccccc1N1CCN(c2nc(C)nc3c2oc2ccccc23)CC1	39	24	21
COc1cc(C(=O)C(O)c2ccc(O)c(OC)c2)ccc1O (stereo unspecified)	0	11	-1
O=C(Cc1ccc(NC(=O)C2CCCN(C(=O)CCc3ccccc3)C2)cc1)Nc1cccc(C(=O)N2CCCCC2)c1 (stereo unspecified)	1	6	2
CCNC(=S)Nc1cc(OCC)c(NC(=O)c2cccs2)cc1OCC	-5	6	3
CNC(CC(C)C)C(=O)NC1C(=O)NC(CC(N)=O)C(=O)NC2C(=O)NC3C(=O)NC(C(=O)NC(C(=O)O)c4cc(O)cc(O)c4-c4cc3ccc4O)C(O)c3ccc(c(Cl)c3)Oc3cc2cc(c3OC2OC(CO)C(O)C(O)C2OC2CC(C)(N)C(O)C(C)O2)Oc2ccc(cc2Cl)C1O (stereo unspecified)	-3	1	3
Cc1ccc(CN2C(=O)CCC2C(=O)NCCCN2CCC(C)CC2)cc1 (stereo unspecified)	-13	2	24
CC(C)CCOc1cccc(C2c3c(oc4ccccc4c3=O)C(=O)N2CCCN2CCOCC2)c1 (stereo unspecified)	-6	-11	-5
N#Cc1ccc(S(=O)(=O)NCCc2ccncc2)cc1	-11	6	8
COc1cc(Br)c(CC2c3cc(OC)c(OC)cc3CCN2C)cc1OC (stereo unspecified)	-21	2	-14
CC12CCC(C(=NO)C1=O)C2(C)C (stereo unspecified)	5	5	-4
CC(=O)OCC=C1CCC2C3CC(C)C4=CC(=O)CCC4(C)C3C(O)CC12C (stereo unspecified)	16	0	10
CCc1cc2ccccc2nc1SCC(=O)N1CCN(C(=O)c2ccco2)CC1	5	6	-29
CCCC/C=C1/CCC(CN(C)C)C1=O (stereo unspecified)	-1	52*	7
O=P1(NC2CCCCC2)OCC2(CO1)COP(=O)(NC1CCCCC1)OC2 (stereo unspecified)	-1	1	6
CN(Cc1ccccc1)C(=O)c1cccc(NC(=O)Cc2ccc(NC(=O)C3CCN(C(=O)C4CC4)CC3)cc2)c1	0	9	-8
COc1ccc(-c2ccc3c(c2)C2CC3CCN2S(=O)(=O)c2ccccc2C)cc1 (stereo unspecified)	16	12	7
CCCc1nc2sc3ccccc3c(=O)c2c(=O)n1Cc1ccccc1	6	7	-49
O=C(O)C1OC(C(=O)O)C(C(=O)O)C1C(=O)O (stereo unspecified)	-5	-5	-11
COc1cc(OC)nc(/N=C/N(C)C)n1	-17	5	-11
Cn1cnc2nc[nH]c2c1=S	-2	25	-3
CCCN(CC)c1ncnc2[nH]ncc12	-4	4	-15
CCOC(=O)/C=C1/SCC(=O)N1CCOc1cccc(Br)c1	12	15	0
Cc1cc(C)c(S(=O)(=O)c2cccc(Br)c2C)c(Cl)n1	5	4	15
